Bioassay records (PubChem)
APJ ag: activates the human apelin receptor APJ; activation, % at 20 µM; P35414; 330,000 compounds, 0.11% hits; AID 2520; CHO-K1 APJ PathHunter beta-arrestin, luminescence; 0% DMSO wells, 100% apelin;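 active = activation more than six SD over the plate average, tested at 20 µM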;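 note: 0% = DMSO alone and 100% = apelin-13 at 10 nM; some results filed as inactive read as strong as hits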
Target sequence (P35414 whole entry, looked up): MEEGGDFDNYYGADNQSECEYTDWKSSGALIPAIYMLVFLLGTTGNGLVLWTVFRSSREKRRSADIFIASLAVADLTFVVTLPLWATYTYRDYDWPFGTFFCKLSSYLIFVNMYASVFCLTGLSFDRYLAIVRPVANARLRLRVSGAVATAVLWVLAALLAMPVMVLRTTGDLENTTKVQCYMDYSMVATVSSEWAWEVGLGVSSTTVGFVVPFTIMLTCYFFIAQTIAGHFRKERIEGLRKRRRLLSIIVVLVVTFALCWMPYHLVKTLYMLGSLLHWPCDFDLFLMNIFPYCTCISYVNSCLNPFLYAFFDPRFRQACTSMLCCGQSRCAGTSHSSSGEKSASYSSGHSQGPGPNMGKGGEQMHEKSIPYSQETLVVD
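Assay system: engineered CHO-K1 APJ arrestin reporter cells; Amount: 1000 CHO-K1 reporter cells seeded per well; Dosing: one dose, 20 µM compound, 1% DMSO; Times: compound stimulation 90 min at 25 °C, detection 60 min; Measured by: luminescent beta-gal fragment complementation, chemiluminescent substrate; Read-out: APJ–arrestin association signal; Controls: DMSO vs Apelin-13 10 nM.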
tim23-1 inh: inhibits growth of tim23-1 mutant yeast | S. cerevisiae tim23-1 growth, BacTiter-Glo luminescence, 24 h | inhibition, % at 20 µM | 330,000 compounds, 1.3% hits | AID 463212;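 active = growth inhibition of the mutant yeast at or above 50%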;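 note: temperature-sensitive mutant grown at 25 °C; plate controls were DMSO-treated mutant yeast for no effect and medium wells lacking yeast for full effect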
NALP3 yeast inh: blocks the NALP3 inflammasome reconstituted in yeast; Yeast reconstituted NLRP3/ASC/caspase-1, beta-gal luminescence, 24 h; inhibition, % at 10 µM; 330,000 compounds, 0.39% hits;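 active = inhibition of 50% or more; inactive = inhibition below 50%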;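 note: plate controls were induced DMSO wells for no effect and uninduced yeast grown without galactose for full effect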
NR3A LBD binder: NR3A (human) ligand-binding domain modulation | Tm shift relative to glycine control, % at 25 µM | 340,000 compounds, 2.5% hits | AID 1259313 | NR3A LBD differential scanning fluorimetry, Tm shift; 0% = protein alone, 100% = glycine-bound protein;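 active = melting temperature shift of at least 10% of the positive control shift, at one fixed dose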
TIM10 inh: inhibits growth of TIM10 yeast strain; S. cerevisiae TIM10 strain growth, BacTiter-Glo luminescence, 24 h; inhibition, % at 10 µM; 330,000 compounds, 1.4% hits; AID 463195;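 active = inhibition of 40% or more at the single tested concentration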;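 note: wild-type TIM10 isogenic control strain grown at permissive 25 °C; 0% = DMSO yeast wells and 100% = minimal medium wells without yeast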
MPTP block: inhibitors of mitochondrial permeability transition pore. inhibition, % at 10 µM. 360,000 compounds, 1.4% hits. AID 602449. isolated mouse mitochondria, Ca2+ swelling absorbance, 30 min;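 active = inhibition of 50% or more, scaled per plate between neutral and stimulator controls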;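 note: 0% = DMSO wells given calcium and 100% = 1 mM EGTA wells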
tim10-1 inh: inhibits growth of tim10-1 mutant yeast. 330,000 compounds, 2.2% hits. S. cerevisiae tim10-1 ts strain growth, BacTiter-Glo, 24 h. AID 463190. inhibition, % at 20 µM;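 active = inhibition of at least 40%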;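 note: mutant grown at 25 °C; 0% = DMSO wells with yeast and 100% = wells holding no yeast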
APJ antag: antagonists of human APJ apelin receptor; P35414; CHO-K1 APJ beta-arrestin complementation, luminescence; inhibition, % at 20 µM; 330,000 compounds, 0.32% hits; AID 2521;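 active = inhibition above about 40% at 20 µM, limit read from the data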;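 note: cells challenged with 10 nM apelin-13 agonist together with compound; plate controls were apelin-13 plus DMSO wells for no effect and DMSO wells lacking apelin-13 for full effect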
beta cell repl: MIN6 beta-cell proliferation induction. AID 2380. proliferation, % at 10 µM. MIN6 cells proliferation, ATPlite luminescence, 48 h; cells starved in 0.2% serum; 100% = growth in 10% serum. 330,000 compounds, 0.29% hits;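 active = compounds whose signal lies at least 3.5 SD above the mean of all wells on their plate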;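 note: 0% = DMSO-treated cells in low-serum medium and 100% = 10% serum control; some compounds called inactive have numbers as strong as hits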
* = called active by the depositor; nt = no result given.

nr	Molecule	beta cell repl	MPTP block	NR3A LBD binder	NALP3 yeast inh	tim23-1 inh
1	Cc1nc2ccsc2c(=O)n1-c1ccc(Cl)cc1	1	1.5	1	-4	6
2	N#Cc1ccccc1NC(=O)COC(=O)c1ccc(F)cc1F	2	-1.0	-1	0	19
3	O=C(CSc1nnc(CNC(=O)c2ccccc2)o1)NCc1ccc(F)cc1	-1	-1.6	-1	12	15
4	CCOc1ccccc1Oc1coc2cc(OC)ccc2c1=O	-4	4.0	1	19	11
5	CCOC(=O)N1CCN(c2cc(=O)n(-c3ccc(OC)cc3)c(=O)[nH]2)CC1	1	-1.0	2	7	5
6	CCCCN(CC)S(=O)(=O)c1ccc(C(=O)Nc2nnc(COC)o2)cc1	-3	-2.7	-2	12	4
7	COc1ccccc1CC(=O)Nc1c[nH]c(=O)[nH]c1=O	-3	-0.4	0	1	17
8	N/C(=N\OC(=O)c1ccc([N+](=O)[O-])cc1)c1cccnc1	-2	0.6	-3	5	36
9	CN1CCN(S(=O)(=O)c2ccc(Nc3ccc(F)cc3)nc2)CC1	1	-1.1	0	9	6
10	Cc1ccnc(NC(=O)c2cc(-n3cnnc3)ccc2Cl)c1	2	0.0	-1	10	-10

nr	TIM10 inh	APJ antag	tim10-1 inh	APJ ag
1	7	9	11	-1
2	-13	-6	7	-4
3	8	-11	-5	10
4	17	13	11	5
5	-14	-3	1	-4
6	-15	8	8	-5
7	6	-2	13	-2
8	23	-24	40*	8
9	-1	6	2	8
10	-18	4	9	-2

Continued; it opens with the three that closed the last part.
nr	Molecule	beta cell repl	MPTP block	NR3A LBD binder	NALP3 yeast inh	tim23-1 inh
8	N/C(=N\OC(=O)c1ccc([N+](=O)[O-])cc1)c1cccnc1	-2	0.6	-3	5	36
9	CN1CCN(S(=O)(=O)c2ccc(Nc3ccc(F)cc3)nc2)CC1	1	-1.1	0	9	6
10	Cc1ccnc(NC(=O)c2cc(-n3cnnc3)ccc2Cl)c1	2	0.0	-1	10	-10
11	CN(C)C(=O)c1ccc(NC(=O)c2ccc(-c3ccc(Cl)cc3)o2)cc1	1	-0.1	4	16	34
12	COc1ccc(C2=CC(=O)CC(C)(C)C2)cc1	-2	-1.1	-1	17	31
13	COc1ccccc1-c1nc(-c2ccccc2)[nH]c(=O)c1C#N	0	2.3	1	6	12
14	OCCN1CCN(C(=S)c2ccc(Br)cc2)CC1	0	-0.1	2	3	21
15	CCC/C(=N\NC(=O)CNC(=O)c1ccc(Cl)cc1)c1ccccc1	0	-1.2	0	21	1
16	C=CCn1c(-c2ccc3[nH]c(C)c(C)c3c2)n[nH]c1=S	1	-1.2	2	33	10
17	COc1cccc(Nc2nc(-c3ccc4c(c3)OCCO4)cs2)c1	-3	5.1	8	23	34
18	CC(=O)c1c(C)[nH]c(C(=O)OCC(=O)N(CC(C)C)C2CCS(=O)(=O)C2)c1C (stereo not given)	-2	-1.0	5	7	8
19	O=C(c1cc2ncccn2n1)N1CCc2c([nH]c3ccccc23)C1c1ccccc1F (stereo not given)	-3	0.0	0	-9	27
20	CCOc1cc(C(=O)OCc2ccc(C(=O)OC)o2)cc(Br)c1OC	-4	nt	3	-1	12

nr	TIM10 inh	APJ antag	tim10-1 inh	APJ ag
8	23	-24	40*	8
9	-1	6	2	8
10	-18	4	9	-2
11	-6	-2	26	-5
12	7	7	21	-1
13	-1	-8	-1	1
14	-4	17	12	-1
15	8	-5	12	-4
16	-9	-13	10	6
17	17	-1	26	-3
18	-2	-6	5	9
19	10	-9	23	3
20	17	2	22	-16

Other results
nr	Molecule	beta cell repl	MPTP block	NR3A LBD binder	NALP3 yeast inh	tim23-1 inh
21	Cc1ccc(Sc2c(C)nn(C(=O)CNS(=O)(=O)c3ccc(F)cc3)c2C)cc1	-2	2.3	-10	13	15
22	O=S(=O)(NCC(c1ccccc1)N1CCNCC1)c1ccc(Cl)cc1 (stereo not given)	-6	-5.0	-6	-8	3
23	CC(C)NC(=S)NNC(=O)C12CC3CC(CC(C3)C1)C2	2	-2.2	11*	10	0
24	COc1ccc(F)cc1S(=O)(=O)N1CCC2(CC1)OCCN2S(=O)(=O)c1cccs1	1	0.0	3	10	22
25	Cc1cc(C)n(-c2nc3ccccc3c(=O)n2OCc2ccc(F)cc2)n1	1	1.7	0	6	48
26	COc1ccc(CCNC(=O)CSc2nccc(=O)[nH]2)cc1OC	4	-1.5	0	18	-5
27	CC1SCC(=NOCc2c(Cl)cccc2Cl)CS1 (stereo not given)	-2	0.9	0	22	13
28	CCCCN1C(=O)C(=O)c2cc(Cl)ccc21	-5	0.6	-2	9	59*
29	CCCNC(=O)Nc1ccccc1C(=O)Nc1ccc(OC)cc1	-2	8.5	0	5	11
30	O=C(CN1CCN(S(=O)(=O)N2CCCCC2)CC1)Nc1cc(Cl)cc(Cl)c1	-2	1.5	-8	13	31

nr	TIM10 inh	APJ antag	tim10-1 inh	APJ ag
21	17	12	12	-4
22	-1	-1	7	0
23	-13	29	17	-4
24	17	-47	13	1
25	-4	-7	25	-2
26	-2	21	-5	-1
27	4	15	1	-1
28	25	20	18	-5
29	30	3	22	-7
30	22	4	-3	-1

Next compounds follow:
nr	Molecule	beta cell repl	MPTP block	NR3A LBD binder	NALP3 yeast inh	tim23-1 inh
31	COC(=O)c1sccc1NC(=O)c1ccc(OC)cc1OC	7.8*	0.2	2	19	23
32	CCCCn1c(N)c(N(CC(C)C)C(=O)c2ccc(F)c(S(=O)(=O)N3CCOCC3)c2)c(=O)[nH]c1=O	-1	-1.6	2	20	-5
33	Fc1ccccc1N1CC(c2ccccc2)C(c2cccs2)=N1 (stereo not given)	-4	2.0	1	-1	9
34	N=C1/C(=C\c2ccc(-c3cccc(C(=O)O)c3)o2)C(=O)N=C2SC=C(c3ccccc3)N12	-5	2.5	3	15	13
35	CCN1CCN(CC(=O)Nc2sc3c(c2C#N)CCC(C)C3)CC1 (stereo not given)	-3	-4.3	1	1	-21
36	Cc1ccccc1S(=O)(=O)N(CC(O)CN1C(=O)NC(C)(C)C1=O)c1ccccc1 (stereo not given)	0	0.6	-1	-33	19
37	Nc1ccc(Oc2ccc(F)cc2)nc1	-3	0.9	-1	-2	-2
38	Cc1c(C(=O)N2c3ccccc3Sc3ccccc32)cccc1[N+](=O)[O-]	-3	-1.6	-13	-13	18
39	COc1ccccc1NC(=O)COC(=O)c1[nH]c(=O)[nH]c(=O)c1N	0	-2.4	2	-3	-6
40	COc1cc2[nH]c3c(=O)n(N)c(=O)[nH]c3c2cc1OC	-2	-0.4	nt	4	8

nr	TIM10 inh	APJ antag	tim10-1 inh	APJ ag
31	18	2	14	-4
32	3	-17	3	-3
33	21	6	21	-1
34	14	13	13	-2
35	-84	-28	-95	1
36	4	0	3	-2
37	6	3	-23	3
38	21	19	17	-6
39	-1	9	-7	-2
40	-5	11	8	-2

Remaining list, next part.
nr	Molecule	beta cell repl	MPTP block	NR3A LBD binder	NALP3 yeast inh	tim23-1 inh
41	N#Cc1cccc(S(=O)(=O)NCC(=O)NCCCc2ccccc2)c1	-1	-1.7	0	16	-1
42	COC(=O)c1ccccc1NC(=O)Cn1c(=O)n(Cc2ccccc2)c(=O)c2c(C)c(C)sc21	-2	1.8	-7	3	18
43	Cc1nc2cc(S(=O)(=O)N3CCC(C(=O)O)CC3)ccc2n1C1CCCC1	-3	-0.7	2	8	7
44	Cc1cccc(OCCCCNCc2ccccc2)c1	-1	59*	1	16	-22
45	c1ccc(Oc2ncnc3oc(-c4ccccc4)cc23)cc1	-3	-1.4	1	8	-5
46	Cc1ccc(C(=O)COC(=O)CNC(=O)C(c2ccccc2)c2ccccc2)cc1[N+](=O)[O-]	-3	-7.1	-5	-4	-5
47	Cc1ccc(S(=O)(=O)NNC(=O)c2sc(=S)n(C)c2C)cc1	0	0.1	1	10	10
48	CSCC(O)Cn1ncc2ccccc2c1=O (stereo not given)	-2	1.1	1	5	13
49	NS(=O)(=O)c1ccc(NC(=O)/C=C/c2cn(-c3ccccc3)nc2-c2cccc(Cl)c2)cc1	-6	3.0	31*	2	4
50	CC[C@]1(c2cccc(C)c2)C(=O)N(C(=O)OC)N1C(=O)OC	-9	-2.0	4	14	24

nr	TIM10 inh	APJ antag	tim10-1 inh	APJ ag
41	4	11	-24	0
42	1	3	22	-2
43	-3	8	8	-1
44	-36	2	-18	-2
45	1	16	3	-1
46	14	64*	11	-15
47	-6	-6	7	1
48	-8	8	14	2
49	5	5	9	4
50	20	10	34	-1

Next section:
nr	Molecule	beta cell repl	MPTP block	NR3A LBD binder	NALP3 yeast inh	tim23-1 inh
51	CC(C)(C)c1ccc(Oc2ccc(NC(=O)CCCC(=O)O)cn2)cc1	5	1.1	0	23	-12
52	Cc1cccn2cc(CCNC(=O)c3ccco3)nc12	3	4.4	-2	9	-5
53	O=C(O)c1cccc(-c2noc(-c3cccc(Cl)c3)n2)c1	-5	-0.1	1	11	21
54	O=C(CSc1nnc(-c2ccncc2)o1)Nc1cccc(F)c1	3	1.1	-1	16	15
55	Cc1cccc(N=Cc2c(O)cc(C)oc2=O)c1	-1	-0.5	-3	-4	9
56	O=C(Nc1cccc(NC(=O)c2ccc(Br)o2)c1)c1ccccc1	-4	-0.5	7	23	39

nr	TIM10 inh	APJ antag	tim10-1 inh	APJ ag
51	-13	20	-16	-6
52	-8	2	-5	0
53	5	6	21	-2
54	-6	20	2	-5
55	8	3	20	-3
56	8	13	9	-4

An excerpt from above in order of heavy-atom count, lowest first.
nr	Molecule	beta cell repl	MPTP block	NR3A LBD binder	NALP3 yeast inh	tim23-1 inh
52	Cc1cccn2cc(CCNC(=O)c3ccco3)nc12	3	4.4	-2	9	-5
53	O=C(O)c1cccc(-c2noc(-c3cccc(Cl)c3)n2)c1	-5	-0.1	1	11	21
51	CC(C)(C)c1ccc(Oc2ccc(NC(=O)CCCC(=O)O)cn2)cc1	5	1.1	0	23	-12

nr	TIM10 inh	APJ antag	tim10-1 inh	APJ ag
52	-8	2	-5	0
53	5	6	21	-2
51	-13	20	-16	-6
